GalR3 antag = blocks the human galanin receptor 3; O60755; HEK293 GalR3-CNG cAMP membrane potential fluorescence; galR3 body fused to GalR1 C-terminus; inhibition, % at 3 µM; 0.44% of 360,000 active; AID 651719;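 active = inhibition above the screen-wide average plus 3 SD, cut at about 13% in these data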;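 note: forskolin and galanin both at EC90 stimulate the cells; cAMP rise reported by CNG channel membrane potential dye signal; 0% = forskolin plus galanin with DMSO and 100% = forskolin alone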
Target sequence (O60755 1-299 limits assumed): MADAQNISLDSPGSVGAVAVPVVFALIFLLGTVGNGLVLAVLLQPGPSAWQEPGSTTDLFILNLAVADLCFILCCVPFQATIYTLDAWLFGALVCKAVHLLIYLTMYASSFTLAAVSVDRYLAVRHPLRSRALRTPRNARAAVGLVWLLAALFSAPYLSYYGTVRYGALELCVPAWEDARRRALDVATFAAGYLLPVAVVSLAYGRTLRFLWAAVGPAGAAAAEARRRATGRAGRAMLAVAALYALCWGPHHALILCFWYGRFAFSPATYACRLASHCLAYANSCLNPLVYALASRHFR
IDE inh = inhibits human insulin-degrading enzyme in HEK cells. FAbetaB cleavage, fluorescence polarization. 0.41% of 320,000 active. P14735. inhibition, % at 5.59 µM;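 active = percent inhibition above the average of all tested compounds plus 3 SD, set per screening campaign, cut at about 16% in these data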;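 note: IDE supplied by intact live HEK cells; FP after avidin binding of uncleaved biotin substrate so inhibition keeps polarization high; 0% = DMSO wells and 100% = 60 µM reference IDE inhibitor Ii1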
MEKK3 PB1 HTS = raises or lowers MEK5 binding to the human MEKK3 PB1 domain; bead-based flow cytometry, Alexa488-MEK5 binding to MEKK3; actives lie on both sides; 0 = blocked by unlabeled MEK5, 100 = vehicle; binding response (% of control), % at 10 µM; 1.4% of 290,000 active; AID 1529;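 active = binding response more than 3 SD above or below the average of its plate-row segment, actives on both sides; inconclusive = wells at one plate position flagged as instrument error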;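 note: Alexa488 bead fluorescence after subtracting the streptavidin-only scavenger bead signal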
PHOSPHO1 block = PHOSPHO1 (human) inhibition; recombinant PHOSPHO1, absorbance phosphatase assay; inhibition, % at 13.3 µM; 1.1% of 290,000 active; AID 1565; in the data active = inhibition above about 60%
Target sequence (Q8TCT1 whole entry, looked up): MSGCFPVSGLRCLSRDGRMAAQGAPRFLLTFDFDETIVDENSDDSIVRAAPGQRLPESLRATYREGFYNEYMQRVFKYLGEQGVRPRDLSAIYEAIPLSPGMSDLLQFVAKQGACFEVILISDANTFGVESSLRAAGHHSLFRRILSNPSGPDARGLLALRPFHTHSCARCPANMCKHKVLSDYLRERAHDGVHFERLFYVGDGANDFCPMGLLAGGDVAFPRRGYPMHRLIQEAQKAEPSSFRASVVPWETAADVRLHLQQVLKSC
CRFBP-R2 block = CRF-BP/CRF-R2 complex antagonism; HEK293 CRF-R2/CRF-BP, CRF-induced calcium fluorescence; inhibition, % at 11.8 µM; 0.59% of 350,000 active;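 active = inhibition of the ligand-induced calcium signal above about 50% at the single tested concentration, limit read from the data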
CRFR2-BP ag = CRF-BP/CRF-R2 complex agonism. HEK293 CRF-R2/CRF-BP, calcium dye fluorescence (FLIPR); percent of saturating CRF peptide response. activation, % at 13.2 µM. 0.46% of 350,000 active. AID 588473;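 active = activation of at least 50%, plus an integration ratio under a set limit after plate pattern correction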;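 note: plate controls were neutral control wells without compound for no effect and CRF at EC100 for full effect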
IDE cell activ = IDE (human) activation, cell-based; activation, % at 5.96 µM; HEK cells, FAbeta-B cleavage, fluorescence polarization; 0% vehicle, 100% cell-free pure enzyme wells; AID 493087; P14735; 0.073% of 340,000 active;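 active = activation above the mean of all tested compounds plus 3 SD, set per screening campaign, cut at about 17% in these data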
CHRM4 PAM = potentiates acetylcholine response at human M4 receptor | P08173 | CHO-K1 hM4/Gqi5, Fluo-8 calcium fluorescence, ACh EC20; 0% = ACh EC20, 100% = maximal ACh | activation, % at 3 µM | 0.4% of 360,000 active;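 active = activation above its plate's cutoff, the mean activation of sample wells plus 3 SD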; note: some results filed as inactive read as strong as hits
Target sequence (P08173 whole entry, looked up): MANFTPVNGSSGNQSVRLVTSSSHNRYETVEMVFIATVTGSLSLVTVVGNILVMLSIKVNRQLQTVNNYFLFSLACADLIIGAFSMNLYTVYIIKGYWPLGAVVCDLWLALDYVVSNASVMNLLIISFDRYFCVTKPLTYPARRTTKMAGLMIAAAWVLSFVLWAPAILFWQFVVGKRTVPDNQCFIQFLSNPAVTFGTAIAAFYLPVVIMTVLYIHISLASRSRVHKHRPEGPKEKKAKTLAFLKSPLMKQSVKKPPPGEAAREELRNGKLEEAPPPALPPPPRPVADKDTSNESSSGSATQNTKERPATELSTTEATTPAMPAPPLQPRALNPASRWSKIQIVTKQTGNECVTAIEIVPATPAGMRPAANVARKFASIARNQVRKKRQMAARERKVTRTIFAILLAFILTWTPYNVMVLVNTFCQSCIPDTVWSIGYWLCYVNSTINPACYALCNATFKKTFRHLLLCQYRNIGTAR
pCIP destab = lowers stability of the mouse p/CIP coactivator protein. decrease of EGFP signal, % at 10 µM. F442A p/CIP-EGFP cells, EGFP fluorescence, 16 h. Q05BA5. 0.01% of 290,000 active;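 active = EGFP signal decrease of at least 30% at 10 µM or well 3 SD below plate mean, unless failing retest; inactive = the rest, including hits failing retest or dose response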; note: some compounds called inactive have numbers as strong as hits; many of its hits are not listed in these tables
An asterisk follows results filed as active; u = inconclusive; x = not tested or not shown; & = joins results of further samples.

mol,CHRM4 PAM,IDE cell activ,PHOSPHO1 block,CRFR2-BP ag,GalR3 antag,MEKK3 PB1 HTS,IDE inh,CRFBP-R2 block,pCIP destab
CC(=O)N1CCc2cc(Br)cc(S(=O)(=O)N3CCN(c4ccccn4)CC3)c21,1,2,2,0.1,-1,x,5,9,-9
Cc1ccc2[nH]c(=O)c(CN(CCCO)S(=O)(=O)c3cccc4nsnc34)cc2c1,-10,0,-12,1.0,-5,71,1,-3,-3
Cc1cc(C(=O)NC2CCC(C)CC2)c(C)o1 (stereo unspecified),2,7,29,0.8,0,97,0,3,5
CC(C(=O)NC1CCCCC1)N(Cc1ccc(F)cc1)C(=O)c1snc(C(N)=O)c1N (stereo unspecified),-3,4,42,-1.2,-3,105,4,-31,9
CN(C(=O)CSc1nnc(CN2CCCC2)n1Cc1ccccc1)c1ccccc1,1,1,x,0.9,-5,x,0,-3,x
CCn1c(SCc2nc3ccccc3s2)nnc1-c1cccs1,-7,1,11,1.7,-5,101,1,-8,4
Cc1ccc(CNC(=O)COC(=O)c2cnccn2)cc1,13,-2,26,-6.3,x,106,0,-21,-11
O=C(NC(Cc1ccc(O)cc1)C(=O)O)c1ccco1 (stereo unspecified),-4,7,6,0.8,2,103,3,-14,1
CCCOc1ccc(-c2nc(OCC)c3ccccc3n2)cc1,-1,5,-5,1.9,-1,103,-1,-21,2
O=[N+]([O-])c1ccc(Nc2nc(N/N=C\c3ccc4c(c3)OCO4)nc(N3CCCCC3)n2)cc1,-1,2,32,0.1,-5,107,-1,11,-14
CN(C)S(=O)(=O)c1ccc(C(=O)OCC(=O)Nc2sc3c(c2C#N)CCCCC3)cc1,1,4,-9,3.0,-3,108,0,-15,-10
CCOC(=O)c1[nH]c(C)c(C(=O)N2CCN(c3ccccc3OC)CC2)c1C,-6,-1,-10,5.2,0,111,-2,3,0

(further entries)
mol,CHRM4 PAM,IDE cell activ,PHOSPHO1 block,CRFR2-BP ag,GalR3 antag,MEKK3 PB1 HTS,IDE inh,CRFBP-R2 block,pCIP destab
Cc1cc(C(C)(C)C)cc(C)c1COC(=O)C1CCC(=O)N1 (stereo unspecified),9,-2,26,-3.8,1,98,1,14,-13
CC(C)(C)c1ccc(CS(=O)(=O)CC(O)CN2CCCC2=O)cc1 (stereo unspecified),1,-1,-2,-1.1,-11,99,7,-7,-9
COC(=O)c1cn(C(=O)c2ccc(OC)c(OC)c2)c2ccccc12,5,3,30,0.9,-4,99,1,-15,-9
Cc1ccc(C(=O)C2=C(O)C(=O)N(Cc3cccnc3)C2c2ccc(Cl)c(Cl)c2)o1 (stereo unspecified),-3,7,43,-2.0,x,106,5,5,-2
N#Cc1cccc(CSc2nnc(CCCO)n2-c2ccccc2)c1,9,-3,-4,0.3,-3,u,-4,5,0
O=C(CN(C1CCCCC1)S(=O)(=O)c1ccc(F)cc1)NCc1ccncc1,16,1,-2,-1.8,-1,102,12,-29,6
Cc1cc(C)c2c(CC(=O)Nc3nccs3)coc2c1,15,1,-8,2.9,-5,94,-1,99*,-1
O=C(NC1CCS(=O)(=O)C1)c1cccc(S(=O)(=O)N2CCCCC2)c1 (stereo unspecified),5,2,-8,-2.2,-6,104,-8,4,5
O=C(CSc1nnc(-c2ccccc2)n1-c1ccc(Cl)cc1)N/N=C/c1ccccc1C(=O)O,6,-2,18,-1.1,-5,123,-3,-1,-4
CC1CCC(NC(=O)c2cccc(S(=O)(=O)N3CCOCC3)c2)CC1 (stereo unspecified),-5,x,x,-0.7,-5,x,x,-17,x
COCCNC(=O)c1sc2ncn(CC(=O)Nc3ccc(C)c(Cl)c3)c(=O)c2c1C,2,6,-15,-0.1,-4,101,4,-8,4
COc1ccccc1N1CCN(S(=O)(=O)CCNC(=O)CC2CCCC2)CC1,-5,x,x,0.1,-6,x,x,-7,x

Next part
mol,CHRM4 PAM,IDE cell activ,PHOSPHO1 block,CRFR2-BP ag,GalR3 antag,MEKK3 PB1 HTS,IDE inh,CRFBP-R2 block,pCIP destab
CCC(c1nnnn1C1CCCC1)N1CCN(C(=O)c2ccco2)CC1 (stereo unspecified),11,3,-2,0.9,2,105,-1,-2,-1
COc1ccc(-c2[nH]ncc2CN(C)CCN2CCOCC2)cc1F,4,-1,20,-1.9,-7,91,2,-1,7
CCOC(=O)/C(C#N)=C/c1ccc(OC(=O)c2ccccn2)cc1,8,0,1,1.2,2,95,3,-2,1
COc1ccc(N2C(=O)c3ccccc3NC2c2ccccc2O)cc1 (stereo unspecified),-10,-1,5,-2.6,-10,97,5,5,-2
CCCCCCCCC(=O)N1CCN(c2cc3c(cc2F)c(=O)c(C(=O)O)cn3CC)CC1,-5,1,x,-7.8,-8,106,-3,-67,-3
COc1cccc(CNS(=O)(=O)c2ccc(N3CCCC3=O)cc2)c1,-3,1,13,1.4,-11,98,-4,-3,15
O=C(Cn1ccc(NC(=O)OCc2ccccc2)nc1=O)NCC1CCCO1 (stereo unspecified),9,0,x,0.3,-4,x,0,5,x
NC(=O)CC(NC(=O)Cc1cccc2ccccc12)c1ccc(N2CCN(c3ccc(F)cc3)CC2)c([N+](=O)[O-])c1 (stereo unspecified),11,2,30,-1.0,-5,99,9,9,-9
O=C(O)CC/C(=C\c1ccc(Cl)c([N+](=O)[O-])c1)c1nc2ccccc2s1,12,2,-21,0.0,-4,99,-9,14,-23
CC(C)Oc1cccc(C(=O)C2CCCN(C(=O)c3ccoc3)C2)c1 (stereo unspecified),1,-2,44,0.8,-5,104,-1,23,2
c1cncc(CNc2ncnc3sccc23)c1,-1,4,-20,-2.7,0,96,5,5,-8
COc1cccc(NC(=O)CN2C(=O)NC3(CCCc4ccccc43)C2=O)c1 (stereo unspecified),0,4,x,-0.3,0,x,-1,1,x

Given field by field: entries from further up
CC(C)Oc1cccc(C(=O)C2CCCN(C(=O)c3ccoc3)C2)c1 (stereo unspecified)
  CHRM4 PAM: 1
  IDE cell activ: -2
  PHOSPHO1 block: 44
  CRFR2-BP ag: 0.8
  GalR3 antag: -5
  MEKK3 PB1 HTS: 104
  IDE inh: -1
  CRFBP-R2 block: 23
  pCIP destab: 2

COc1ccc(-c2[nH]ncc2CN(C)CCN2CCOCC2)cc1F
  CHRM4 PAM: 4
  IDE cell activ: -1
  PHOSPHO1 block: 20
  CRFR2-BP ag: -1.9
  GalR3 antag: -7
  MEKK3 PB1 HTS: 91
  IDE inh: 2
  CRFBP-R2 block: -1
  pCIP destab: 7

O=C(O)CC/C(=C\c1ccc(Cl)c([N+](=O)[O-])c1)c1nc2ccccc2s1
  CHRM4 PAM: 12
  IDE cell activ: 2
  PHOSPHO1 block: -21
  CRFR2-BP ag: 0.0
  GalR3 antag: -4
  MEKK3 PB1 HTS: 99
  IDE inh: -9
  CRFBP-R2 block: 14
  pCIP destab: -23

COc1cccc(NC(=O)CN2C(=O)NC3(CCCc4ccccc43)C2=O)c1 (stereo unspecified)
  CHRM4 PAM: 0
  IDE cell activ: 4
  PHOSPHO1 block: x
  CRFR2-BP ag: -0.3
  GalR3 antag: 0
  MEKK3 PB1 HTS: x
  IDE inh: -1
  CRFBP-R2 block: 1
  pCIP destab: x

(next part)
mol,CHRM4 PAM,IDE cell activ,PHOSPHO1 block,CRFR2-BP ag,GalR3 antag,MEKK3 PB1 HTS,IDE inh,CRFBP-R2 block,pCIP destab
CC(C)NC(=O)c1cc(-c2ccc(Br)cc2)on1,2,4,3,0.2,0,100,3,-20,-3
CC(C)c1ccc(NC(=O)c2ccccc2NC(=O)C2CC=CCC2C(=O)O)cc1 (stereo unspecified),-5,3,-54,0.0,-4,105,x,11,-7
O=C(Nc1nccs1)c1ccc(-c2ccc(F)cc2)o1,-2,-6,18,-1.1,-8,106,4,1,-1
COc1ccc(C=C2C=C(C(C)(C)C)C(=O)C(C(C)(C)C)=C2)cc1OC,4,-6,40,1.8,-7,82,-1,-18,7
CC(=O)c1cc(-c2ccc(F)cc2)n(CCC(=O)Nc2cccc(C)n2)c1C,-4,4,-1,-1.7,-4,110,0,-10,-4
O=C1CN(C(=O)CSc2nc(-c3ccccc3)cs2)c2ccccc2N1,-1,-1,12,-1.2,-1,102,5,-4,-5
Cc1cc(C)c(C)c(S(=O)(=O)Nc2ccccc2C(=O)NCCCn2ccnc2)c1C,-4,6,6,-0.8,-9,105,x,1,-6
CN(c1ccccc1)S(=O)(=O)c1ccc2[nH]c(=O)[nH]c2c1,2,-1,3,0.2,-9,101,-2,-2,-4
COc1ccc(NC(=O)N2CCCC(c3nc(-c4ccc(OC)cc4)no3)C2)cc1 (stereo unspecified),-7,5,23,-1.4,-5,106,3,0,3
CCCCCn1c(=O)[nH]c2cc(C(=O)NCCN3CCCCC3C)ccc2c1=O (stereo unspecified),-8,-1,15,0.7,x,101,0,-3,0
CCOc1ccc(C(C(=O)NCC2CCCO2)N(Cc2cccnc2)C(=O)c2snc(C(N)=O)c2N)cc1 (stereo unspecified),-3,5,18,-0.5,-9,101,x,-2,-9
CCN1C(=O)C(CC(=O)Nc2ccc(OC)cc2)N(Cc2ccco2)C1=S (stereo unspecified),2,2,0,-1.6,-3,99,-6,-3,-10

More entries follow.
mol,CHRM4 PAM,IDE cell activ,PHOSPHO1 block,CRFR2-BP ag,GalR3 antag,MEKK3 PB1 HTS,IDE inh,CRFBP-R2 block,pCIP destab
CCOC(=O)C(NC(=O)c1ccccc1F)(Nc1cc(C)on1)C(F)(F)F (stereo unspecified),0,1,-8,0.3,0,87,0,22,0
COc1ccc2c(CC(=O)OCC(=O)Nc3cccc(C)c3)coc2c1,9,-1,x,0.7,-6,x,-3,2,x
Cc1c(Cc2ccccc2)c(=O)oc2c(C)c(OCC(=O)NCc3ccccn3)ccc12,-1,5,-1,-0.7,-6,93,2,11,-6
Cc1cccn2c(=O)c3cc(C(=O)NCCc4ccccc4)c(=N)n(CC4CCCO4)c3nc12 (stereo unspecified),-7,2,-2,-1.2,-3,101,3,6,17
CC(C)(C)NC(=O)CN1C(=O)/C(=C/c2ccccc2)SC1=S,-3,-6,24,0.7,-7,96,7,2,17
C[C@H]1O[C@H](O[C@H]2[C@H](O)[C@@H](O)[C@@H](O[C@H]3[C@H](O)[C@@H](O)C(O)O[C@@H]3CO)O[C@@H]2CO)[C@H](O)[C@@H](O)[C@@H]1N[C@H]1C=C(CO)[C@@H](O)[C@H](O)[C@H]1O (stereo partly specified),x,x,32,x,x,108&101,1,x,-17
O=C(c1ccc(-c2cccc(C(F)(F)F)c2)o1)N1CCN(c2ccccc2)CC1,2,9,x,2.2,0,x,x,-14,x

Some of the entries so far, field by field:
O=C(c1ccc(-c2cccc(C(F)(F)F)c2)o1)N1CCN(c2ccccc2)CC1
  CHRM4 PAM: 2	IDE cell activ: 9	PHOSPHO1 block: x	CRFR2-BP ag: 2.2	GalR3 antag: 0	MEKK3 PB1 HTS: x	IDE inh: x	CRFBP-R2 block: -14	pCIP destab: x

Cc1cccn2c(=O)c3cc(C(=O)NCCc4ccccc4)c(=N)n(CC4CCCO4)c3nc12 (stereo unspecified)
  CHRM4 PAM: -7	IDE cell activ: 2	PHOSPHO1 block: -2	CRFR2-BP ag: -1.2	GalR3 antag: -3	MEKK3 PB1 HTS: 101	IDE inh: 3	CRFBP-R2 block: 6	pCIP destab: 17

Screens deposited in PubChem by several laboratories.

Random draw from the library; any-hit rate near 4.2%.
